IDE cell inh – cellular human IDE inhibition; P14735; HEK cells, FAbetaB cleavage, fluorescence polarization; inhibition, % at 5.59 µM; actives 0.41% (n = 320,000);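 active = percent inhibition above the average of all tested compounds plus 3 SD, set per screening campaign, cut at about 16% in these data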;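 note: IDE supplied by intact live HEK cells; FP after avidin binding of uncleaved biotin substrate so inhibition keeps polarization high; 0% = DMSO wells and 100% = 60 µM reference IDE inhibitor Ii1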
Target sequence (P14735 whole entry, looked up): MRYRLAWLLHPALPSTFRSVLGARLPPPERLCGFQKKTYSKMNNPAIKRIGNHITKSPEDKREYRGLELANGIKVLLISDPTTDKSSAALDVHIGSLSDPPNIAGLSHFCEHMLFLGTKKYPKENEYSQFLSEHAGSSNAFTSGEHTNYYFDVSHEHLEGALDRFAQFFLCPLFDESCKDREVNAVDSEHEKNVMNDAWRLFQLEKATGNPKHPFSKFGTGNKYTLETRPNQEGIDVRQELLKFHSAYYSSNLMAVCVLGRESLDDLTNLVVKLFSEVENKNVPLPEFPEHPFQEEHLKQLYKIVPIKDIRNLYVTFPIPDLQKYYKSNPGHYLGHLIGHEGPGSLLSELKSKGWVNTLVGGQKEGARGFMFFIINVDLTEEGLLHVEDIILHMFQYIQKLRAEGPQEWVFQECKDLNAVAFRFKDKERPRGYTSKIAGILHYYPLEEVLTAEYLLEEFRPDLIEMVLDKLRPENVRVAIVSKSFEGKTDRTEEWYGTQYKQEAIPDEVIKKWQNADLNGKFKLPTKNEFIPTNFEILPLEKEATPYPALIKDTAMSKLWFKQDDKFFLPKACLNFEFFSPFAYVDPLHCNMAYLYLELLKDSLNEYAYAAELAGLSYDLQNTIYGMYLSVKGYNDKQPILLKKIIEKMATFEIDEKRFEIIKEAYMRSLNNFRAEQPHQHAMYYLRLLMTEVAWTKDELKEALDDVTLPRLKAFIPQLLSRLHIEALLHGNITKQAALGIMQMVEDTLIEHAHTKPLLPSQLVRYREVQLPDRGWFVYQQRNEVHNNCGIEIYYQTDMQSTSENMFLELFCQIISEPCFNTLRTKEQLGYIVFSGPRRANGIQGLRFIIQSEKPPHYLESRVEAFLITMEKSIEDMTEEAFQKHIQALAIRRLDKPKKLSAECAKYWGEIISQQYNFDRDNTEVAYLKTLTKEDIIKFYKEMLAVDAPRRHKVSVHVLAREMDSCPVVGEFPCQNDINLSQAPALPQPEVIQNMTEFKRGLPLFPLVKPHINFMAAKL
CRFBP-R2 agonist – CRF-BP/CRF-R2 complex agonism | HEK293 CRF-R2/CRF-BP, calcium dye fluorescence (FLIPR); percent of saturating CRF peptide response | activation, % at 13.2 µM | actives 0.46% (n = 350,000);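 active = activation of at least 50%, plus an integration ratio under a set limit after plate pattern correction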;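 note: plate controls were neutral control wells without compound for no effect and CRF at EC100 for full effect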
M5 PAM – CHRM5 positive allosteric modulation | P08912 | actives 0.3% (n = 360,000) | activation, % at 3 µM | AID 624038 | CHO-K1 hM5, Fluo-8 calcium, ACh EC20 PAM; 0% = ACh EC20, 100% = ACh EC100;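 active = activation above the run cutoff, the mean activation of all test compounds plus 3 SD, cut at about 18% in these data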
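Assay system: CHO-K1 hM5 cells. Also added: acetylcholine at EC20 concentration, added after compound. Dosing: 3 µM, single dose. Times: compound preincubation 140 s before EC20 acetylcholine addition. Signal: Fluo-8 calcium fluorescence. Measure: % activation relative to EC20 and EC100 ACh responses. Repeats: singlicate, one well per test compound.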
CHRM4 antagonist – CHRM4 antagonism in calcium assay | P08173 | CHO-hM4 cells, ACh EC80, Fluo-8 calcium fluorescence | inhibition, % at 3 µM | actives 0.73% (n = 360,000) | AID 624125;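 active = inhibition above its plate's cutoff, the mean inhibition of sample wells plus 3 SD, cut at about 27% in these data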;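 note: 0% = acetylcholine EC80 with DMSO and 100% = DMSO without agonist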
M4 ag – agonists of human muscarinic M4 receptor (CHRM4); P08173; AID 624127; actives 0.14% (n = 360,000); activation, % at 3 µM; CHO-K1 hM4/Gqi5, Fluo-8 calcium fluorescence; vehicle 0%, full acetylcholine response 100%;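 active = activation above the run mean over all test wells plus 3 SD, cut at about 32% in these data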;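 note: peak over basal fluorescence ratio per well then scaled between controls; 0% = DMSO wells and 100% = acetylcholine at EC100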
CRFR2-BP antag – CRF-BP/CRF-R2 complex antagonism | HEK293 CRF-R2/CRF-BP, CRF-induced calcium fluorescence | actives 0.59% (n = 350,000) | inhibition, % at 11.8 µM | AID 588475;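 active = inhibition of the ligand-induced calcium signal above about 50% at the single tested concentration, limit read from the data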
M4 PAM – potentiates acetylcholine response at human M4 receptor; P08173; CHO-K1 hM4/Gqi5, Fluo-8 calcium fluorescence, ACh EC20; 0% = ACh EC20, 100% = maximal ACh; activation, % at 3 µM; actives 0.4% (n = 360,000); AID 624126;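 active = activation above its plate's cutoff, the mean activation of sample wells plus 3 SD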; note: some results filed as inactive read as strong as hits
M5 ag – CHRM5 agonism in calcium assay. actives 0.19% (n = 360,000). activation, % at 3 µM. CHO-K1 hM5 cells, Fluo-8 calcium fluorescence; 0% DMSO wells, 100% maximal acetylcholine response. P08912;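 active = activation above the run's mean over test compounds plus 3 SD, cut at about 23% in these data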;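 note: signal is peak over basal fluorescence ratio across the kinetic read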
M5 antag – antagonists of human muscarinic M5 receptor (CHRM5); AID 624040; inhibition, % at 3 µM; P08912; actives 0.59% (n = 360,000); CHO-hM5 cells, Fluo-8 calcium fluorescence, ACh EC80;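 active = inhibition above a per-plate cutoff, the mean of that plate's test compounds plus 3 SD, cut at about 27% in these data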;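 note: 0% = acetylcholine EC80 with DMSO and 100% = DMSO without agonist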
The depositor's hits bear a star; . = not tested or not shown.

SMILES	IDE cell inh	CRFBP-R2 agonist	M5 PAM	CHRM4 antagonist	M4 ag	CRFR2-BP antag	M4 PAM	M5 ag	M5 antag
COc1ccc(CCN(Cc2cccs2)S(=O)(=O)c2ccc(-n3cnnn3)c(OC)c2)cc1OC	-1.1	4.5	5.9	-17.7	2.9	30.3	5.8	-2.4	-8.0
Cc1ccc(NC(=O)CS(=O)CC(=O)Nc2ccccc2-c2ccc(C)o2)cc1 (stereo unspecified)	7.2	0.1	5.3	11.4	9.4	34.6	-5.0	1.9	7.8
CCC(C)c1ccc(O)c(NC(=S)NC(=O)c2cccnc2)c1 (stereo unspecified)	-4.2	-0.4	6.5	-14.3	11.8	-23.7	-0.7	7.0	0.6
COc1ccc(C(=O)O)cc1NC(=S)NC(=O)CSc1ccc(Cl)cc1	4.2	1.0	-1.8	-5.5	0.2	31.3	6.7	-3.6	4.8
Cc1noc(C)c1COC(=O)c1cc(=O)[nH]c2ccccc12	-11.4	0.2	-0.2	-3.5	0.8	11.0	5.8	0.7	-2.0
COc1ccc2c(CC(=O)NNC(=O)c3ccc(C)cc3)coc2c1	15.4	-1.6	0.6	-1.1	1.0	13.8	0.3	4.9	16.4
CC(C)(C)OC(=O)NCCCCCNC(=O)c1[nH]cnc1C(=O)N[C@@H](Cc1ccccc1)C(=O)OC(C)(C)C	6.9	5.0	-15.4	9.5	6.4	2.9	-1.5	3.0	3.9
CN(CC(=O)NCCc1ccccc1)S(=O)(=O)c1cccc2nsnc12	-5.4	-0.6	-3.2	3.4	7.3	-5.2	5.0	-0.1	-2.6
COc1ccc(NC(=O)Cn2nnc(C(=O)NCc3ccc4c(c3)OCO4)c2N)cc1	2.0	0.9	1.0	-1.4	2.0	-2.6	1.7	0.3	-4.2
COc1ccc(C2C(C(=O)N3CCN(c4ccccn4)CC3)CC(=O)N2c2ccc(OC)cc2)cc1 (stereo unspecified)	3.7	0.2	-55.5	-4.6	15.8	-15.3	-1.7	5.8	0.8

Quoted at random: 4 compounds from above
SMILES	IDE cell inh	CRFBP-R2 agonist	M5 PAM	CHRM4 antagonist	M4 ag	CRFR2-BP antag	M4 PAM	M5 ag	M5 antag
CCC(C)c1ccc(O)c(NC(=S)NC(=O)c2cccnc2)c1 (stereo unspecified)	-4.2	-0.4	6.5	-14.3	11.8	-23.7	-0.7	7.0	0.6
COc1ccc(NC(=O)Cn2nnc(C(=O)NCc3ccc4c(c3)OCO4)c2N)cc1	2.0	0.9	1.0	-1.4	2.0	-2.6	1.7	0.3	-4.2
Cc1ccc(NC(=O)CS(=O)CC(=O)Nc2ccccc2-c2ccc(C)o2)cc1 (stereo unspecified)	7.2	0.1	5.3	11.4	9.4	34.6	-5.0	1.9	7.8
COc1ccc2c(CC(=O)NNC(=O)c3ccc(C)cc3)coc2c1	15.4	-1.6	0.6	-1.1	1.0	13.8	0.3	4.9	16.4

(list continues)
SMILES	IDE cell inh	CRFBP-R2 agonist	M5 PAM	CHRM4 antagonist	M4 ag	CRFR2-BP antag	M4 PAM	M5 ag	M5 antag
O=C1c2ccccc2S(=O)(=O)N1Cc1nc2ccccc2s1	7.9	-0.1	2.9	0.3	3.8	2.4	7.0	1.6	-7.2
Cc1ccc(Oc2c(CO)c(-c3ccccc3)nn2C)cc1	0.4	1.6	-2.2	4.2	5.3	-11.2	-13.7	-1.6	11.3
CC(c1c(O)c2ccccc2[nH]c1=O)C1(C)CCC(O)C(C)(C)O1 (stereo unspecified)	9.1	3.3	1.3	8.7	0.8	-21.4	-8.5	1.1	6.7
Cc1nc(C)c(-c2csc(Nc3cccnc3)n2)s1	5.3	-0.9	-1.9	-4.0	4.5	5.2	-0.6	-0.7	-0.1
CCC(C)NC(=O)Cn1c(=O)n(-c2ccc(OC)cc2)c(=O)c2ccc(C(=O)NCc3ccc(C)cc3)cc21 (stereo unspecified)	-1.8	0.8	4.9	-7.4	0.6	-3.2	8.0	-1.5	-3.1
CCN(CC)C(C)C(=O)NCC1(c2ccccc2)CCOCC1 (stereo unspecified)	1.9	-3.0	-1.6	0.1	0.9	20.8	-0.5	-3.4	-1.4
COc1ccc(NC(=O)c2c(-c3ccccc3Cl)noc2C)c(OC)c1	-3.0	-0.7	0.3	0.5	-0.1	17.4	6.6	-3.1	-3.0
Cc1cccc(NC(=O)N[C@@H](C)C(=O)O)c1	1.5	-1.7	4.0	7.8	0.0	-16.6	5.6	-0.7	-1.7
Cc1ccc2nc(-c3ccccc3)c(CN3CCSCC3)n2c1	-2.3	-1.5	-6.0	1.7	-0.4	-3.2	4.8	-5.1	12.3
Cc1cc(C)cc(-c2nnc(SCC(=O)NCC3CCCO3)o2)c1 (stereo unspecified)	.	-0.6	-1.1	-2.8	2.5	7.3	23.0*	-3.4	8.5
CC(=O)c1cnc2nc(C(F)(F)F)nn2c1C	0.6	0.5	-0.3	-3.0	0.5	19.4	6.1	-1.9	-8.9
CCCS(=O)(=O)N1CCC(C(=O)NCCCN(C)Cc2ccccc2)CC1	-2.4	0.5	2.5	0.2	-0.4	5.0	-2.3	-1.4	4.3
CCn1c(=O)cc(N2CCOCC2)[nH]c1=O	-1.5	1.2	9.6	8.2	0.6	-9.6	0.9	1.1	-8.4
CC(NCCCOc1cccc2ccccc12)c1ccccc1 (stereo unspecified)	-2.4	-0.3	4.2	4.7	28.5	-12.5	-0.3	0.9	9.9
CC1Cc2ccccc2N1C(=O)CO/N=C/c1ccccc1OC(F)F (stereo unspecified)	2.0	0.9	-10.0	-12.9	4.4	12.6	-4.8	-6.3	8.6
Cc1nc(N)sc1-c1csc(NCc2ccccc2)n1	1.4	2.5	1.4	1.1	0.7	-6.1	-0.2	-2.7	7.1
CCN1CCN(CCCNc2ncnc3nc[nH]c23)CC1	-2.0	-1.6	-0.1	-1.7	0.3	-0.8	-1.8	1.6	3.7
O=C1NC(c2cc(Cl)cc([N+](=O)[O-])c2O)Nc2ccccc21 (stereo unspecified)	1.8	-0.7	4.9	-4.8	0.7	17.4	6.3	-2.8	-11.8
COc1ccc(CNC(=O)CCNC(=O)C2CCN(S(=O)(=O)c3ccc(OC)cc3)CC2)cc1	.	39.0	-6.8	-14.7	0.1	14.0	19.5*	-1.0	-0.6
O=C1c2ccccc2OC2(C=Cc3ccccc3O2)N1Cc1ccccc1 (stereo unspecified)	-0.4	-0.6	-5.7	-17.1	-0.8	55.7*	-6.4	-4.2	-3.0
N#CCc1ccc(NC(=O)CSc2nnc(C3CC3)n2C2CC2)cc1	-0.4	-1.8	1.0	4.0	1.7	3.4	9.7	-5.9	7.5
CC(c1ccccc1)N1CC(C(=O)O)CC1=O (stereo unspecified)	-2.6	-1.0	-7.3	8.3	1.2	1.3	0.5	-4.6	3.7
O=C(c1ccc(C(F)(F)F)cc1)C1CCCN(C(=O)CCc2cnccn2)C1 (stereo unspecified)	2.0	-0.2	0.7	-5.1	1.4	6.0	8.9	0.8	-9.2
FC(F)(F)c1ccccc1-c1ccc2nncn2c1	.	.	5.1	11.2	0.4	.	-1.0	1.9	1.1
CCc1ccccc1Cn1c(=O)oc2cccnc21	-0.4	-0.1	6.5	-5.8	0.3	9.7	-3.2	4.3	-12.7
Cc1cc(C)c(C)c(/C=C(/C#N)C(N)=S)c1C	-2.7	-0.1	-1.5	8.8	-2.9	15.4	0.8	-9.7	5.4
O=C(c1ccccc1F)N(Cc1ccccc1)Cc1ccccc1	.	-0.4	-2.5	-16.4	-2.4	15.9	-4.0	-3.7	16.3
O=C(Nc1cccc(S(=O)(=O)N2CCOCC2)c1)C1CC(=O)N(c2ccc3c(c2)OCCO3)C1 (stereo unspecified)	1.4	-1.0	-1.0	2.2	1.8	5.0	7.6	2.2	6.7
CC(C)CC(=O)c1c[nH]c(C(=O)NCc2cccs2)c1	3.8	2.0	-14.5	-6.6	1.3	4.3	-2.0	-3.5	-3.9
Cc1oc(-c2cc(F)ccc2F)nc1CN1CCN(C)C(=O)[C@@H]1C	3.8	1.2	-2.6	6.6	1.6	-2.1	5.0	-1.6	9.5
O=C(O)c1c2c(nc3ccccc13)/C(=C/c1ccc(O)cc1)CCC2	5.9	-0.9	4.2	-11.9	-2.3	4.5	-2.5	1.7	-7.9
O=C(CNC(=O)c1ccc2c(c1)OCO2)NCCOc1ccc(Cl)cc1	-1.8	-0.6	-0.5	-1.5	0.7	-3.2	4.4	1.0	14.4
C=CCOc1ccccc1CNc1ccc2[nH]c(=O)[nH]c2c1	2.8	-4.5	-4.0	4.4	1.8	10.9	-6.6	0.9	-3.9
CCOc1cccc(NC(=O)c2ccc(S(=O)(=O)N(C)C)cc2)c1	0.9	2.2	-6.2	0.1	3.9	-3.0	-4.4	0.1	1.2
FC(F)(F)c1ccccc1NC(=S)Nc1cccc(Cl)c1	-5.5	-1.7	0.2	-5.8	1.1	1.8	2.4	-0.2	-2.8
CCOc1ccc(S(=O)(=O)N2CCC(C(=O)N3CCN(C)CC3)CC2)cc1Cl	1.3	-0.9	-1.2	-31.5	2.6	7.8	10.3	-3.5	-0.9
OCCC1CN(Cc2nc3c(s2)CCCC3)CCN1Cc1ccsc1 (stereo unspecified)	1.4	1.8	-0.2	-4.3	1.7	-7.2	-0.8	-7.7	6.7
COc1cccc(CNC(=O)c2ccc(Cl)c(NC3=NC4CS(=O)(=O)CC4S3)c2)c1 (stereo unspecified)	2.5	2.3	-1.3	-15.2	1.7	9.3	3.6	-5.0	-1.5
COC(=O)C1(Cc2ccc(O)c(CC3OC3(C)C)c2)OC(=O)C(O)=C1c1ccc(O)cc1 (stereo unspecified)	2.7	0.5	0.3	-4.2	0.6	-0.2	5.1	1.2	-5.0
S=C(NN=C1C2CC3CC(C2)CC1C3)Nc1ccccc1	2.5	-1.2	-6.0	-1.6	0.2	8.9	14.1	-1.1	-3.1
Cn1nc2c3ccccc3n(Cc3ccccc3)c2nc1=S	2.1	-1.2	0.2	-3.7	-0.3	1.8	-13.9	0.2	9.4
CSc1ccc(/C=C/C(=O)NC23CC4CC(CC(C4)C2)C3)cc1	14.1	-0.6	-3.5	-18.4	-1.4	47.8	1.4	-1.3	3.6
O=C(c1cn(CC2CCCCC2)nn1)N1CCN(c2ccc(F)cc2)CC1	2.6	0.1	-4.3	-14.5	7.2	-7.8	3.2	-2.2	-8.6
Clc1ccc(-c2c[nH]c3ccccc23)nn1	3.4	-2.1	0.5	2.1	1.2	-18.4	4.5	-3.2	2.7
O=C(O)CCNC(=O)c1ccc(NC(=O)Cc2ccc(Cl)cc2)cc1	1.8	-1.6	2.4	-14.4	0.8	-5.6	0.3	-3.3	-13.4
CCOC(=O)c1sc(NC(=O)c2ccc(S(=O)(=O)N3CCOCC3)cc2)cc1C	1.1	0.4	-1.7	10.6	5.2	1.9	-3.4	2.3	1.0
O=C(Cn1cc([N+](=O)[O-])cn1)NCc1cc2ccccc2[nH]1	-3.1	-4.5	-1.6	13.1	0.1	18.1	1.1	-3.5	-0.6
N#Cc1cc(O)c(-n2nnc3ccccc32)cc1C#N	2.6	7.4	7.1	-16.4	3.6	-11.1	14.5	3.5	-16.0
CC(C)(C)NC(=O)CN(C(=O)CCC(=O)Nc1nccs1)c1ccccc1F	.	-2.8	-3.2	-15.8	1.0	-21.6	5.7	1.9	3.3
COc1ccc(F)cc1C(=O)C1CCCN(C(=O)c2ccccc2N(C)C)C1 (stereo unspecified)	-1.3	-1.4	-13.2	1.9	17.1	-16.3	-9.5	1.8	5.7

Screening data (PubChem)
